# ALOX15B inhib = 15-hLO-2 (ALOX15B) enzyme inhibition | hit rate 0.56% among 110,000 | Potency, µM (titrated, usually from 57.1 µM), inactives show at the top dose activity change, negative = inhibition, usual class: inhibitors | O15296 | purified 15hLO-2, xylenol orange hydroperoxide absorbance; further: potency means the concentration at half of the fitted maximal effect; nearly all actives have a fitted effect of over 60% in size; many of its hits are not listed in these tables
# Target sequence (O15296 whole entry, looked up): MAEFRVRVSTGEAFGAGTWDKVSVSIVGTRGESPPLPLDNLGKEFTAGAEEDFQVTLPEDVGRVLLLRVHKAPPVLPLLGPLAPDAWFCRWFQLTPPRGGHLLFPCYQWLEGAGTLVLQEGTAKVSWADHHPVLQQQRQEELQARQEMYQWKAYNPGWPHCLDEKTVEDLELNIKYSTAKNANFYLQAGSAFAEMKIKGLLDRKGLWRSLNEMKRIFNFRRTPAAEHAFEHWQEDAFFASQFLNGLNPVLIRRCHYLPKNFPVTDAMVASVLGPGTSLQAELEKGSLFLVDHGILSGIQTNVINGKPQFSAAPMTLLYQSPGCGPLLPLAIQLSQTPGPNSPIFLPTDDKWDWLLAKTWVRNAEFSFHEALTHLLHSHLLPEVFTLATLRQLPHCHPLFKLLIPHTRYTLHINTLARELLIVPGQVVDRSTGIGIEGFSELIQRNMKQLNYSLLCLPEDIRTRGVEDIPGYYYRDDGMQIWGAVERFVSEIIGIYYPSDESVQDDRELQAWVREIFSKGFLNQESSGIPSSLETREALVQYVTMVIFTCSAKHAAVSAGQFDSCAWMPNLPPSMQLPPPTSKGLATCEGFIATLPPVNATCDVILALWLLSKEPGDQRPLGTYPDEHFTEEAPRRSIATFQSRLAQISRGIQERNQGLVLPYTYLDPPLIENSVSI
#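 Screening format was qHTS against 50 nM purified 15hLO-2 in Hepes pH 7.5 with detergent. Activity follows hydroperoxide formation from 45 uM arachidonic acid, measured as 573:405 nm absorbance ratio of the ferric-xylenol orange complex.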
# IMPase cell inh = membrane-permeable compound that blocks inositol monophosphatase; CHO-M1 cells, IP1 accumulation, HTRF TR-FRET ratio; 120,000 tested, under 10 active; inhibition (IP1 accumulation), % at 46.1 µM; P97697; active means well fitted curve in the direction sought with a large enough effect in the signal ratio, not every such curve was filed as active; inconclusive means small, poorly fitted or top-dose-only effect, or a change in a side signal; inactive means no such curve, though single readings can be large or run the other way; the % refers to the signal ratio;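 further: cells stimulated with carbachol in lithium chloride buffer; plate controls were DMSO basal wells for no effect and reference inhibitor wells for full effect; higher means more IMPase inhibition seen as more IP1 and lower FRET ratio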
# Target sequence (P97697 whole entry, looked up): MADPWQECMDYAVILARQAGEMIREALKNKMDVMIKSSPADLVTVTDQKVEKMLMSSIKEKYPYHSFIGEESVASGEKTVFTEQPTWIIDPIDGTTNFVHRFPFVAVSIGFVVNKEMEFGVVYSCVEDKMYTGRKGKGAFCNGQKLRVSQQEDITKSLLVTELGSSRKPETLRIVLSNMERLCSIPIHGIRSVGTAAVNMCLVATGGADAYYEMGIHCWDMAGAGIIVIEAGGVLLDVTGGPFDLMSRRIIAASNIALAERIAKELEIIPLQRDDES
#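 The IP-One HTRF competitive assay in carbachol-stimulated CHO-M1 cells quantifies cellular IP1. Compounds spanned up to 46 uM final, and activity is expressed as AC50 from concentration-response fits of the ratio and donor data.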
# PNC assembly inh = blocks assembly of the perinucleolar compartment; hit rate 3.1% among 140,000; AID 2417; activity change (PNC), negative = inhibition, % at 10 µM; PC3M PTB-GFP, PNC prevalence imaging, 16 h; hits give low values;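 active means readout at or below -70, meaning at least 70% loss of cells showing the perinucleolar compartment, a nuclear body marking cancer cells; inconclusive means readout between -30 and a set limit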;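 further: plate controls were DMSO wells for no effect and camptothecin positive control wells for full effect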
#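 Compounds are pinned in duplicate onto adhered PC3M cells stably expressing GFP-tagged PTB and incubated 16 h at 37 C. Cells are then fixed, nuclei stained with Hoechst, and PNC-positive cells counted.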
# 12-hLO inh = inhibitors of human 12-lipoxygenase (ALOX12); P18054; hit rate 0.12% among 150,000; purified 12-hLO, xylenol orange hydroperoxide absorbance; Potency, µM (top dose mostly 57.1 µM), inactives show at the highest dose activity change, negative = inhibition, most hits filed as inhibitors; further: potency means the concentration at half of the fitted maximal effect; nearly all actives have a fitted effect of over 55% in size; many of its hits are not listed in these tables
#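 Purified human 12hLO (150 nM final) was preincubated with compounds for 15 min at room temperature in 25 mM Hepes pH 7.0, 0.01% Triton X-100, then reacted with 40 uM arachidonic acid for 30 min. Hydroperoxide was detected with ferrous iron/xylenol orange.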
# Active calls of the source: *; u = inconclusive; x = not tested or not shown; [ ] = another dose, or the depositor's remark. Unless noted, the call rests on the fitted dose curve; in most records, active means well fitted curve in the direction sought with a large enough effect; inconclusive means small, poorly fitted or top-dose-only effect, or another doubt; inactive means no such curve, though single readings can be large; an effect the other way counts as inactive or inconclusive. Unless noted, on the % scale 0 is the no-effect control and ±100 the full control effect.
# Letters – A = ALOX15B inhib; B = IMPase cell inh; C = PNC assembly inh; D = 12-hLO inh
1	COCCn1nnnc1C(c1ccc(C(F)(F)F)cc1)N1CCOCC1 (stereo not drawn)
  A = -3%; B = -10; C = u; D = 1%

2	Cc1c(Cl)c([N+](=O)[O-])nn1CCCC(=O)Nc1cc(Oc2ccccc2)cc([N+](=O)[O-])c1
  A = x; B = 5; C = u; D = -2%

3	COC(=O)N/N=C/c1cc(C)n(-c2ccccc2)c1C
  A = x; B = x; C = 5; D = -2%

4	Nc1cc(N2CCCCC2)c(Cl)cc1[N+](=O)[O-]
  A = -2%; B = 1; C = u; D = -6%

5	COc1ccccc1NC(=O)CCC(=O)N/N=C(/C)c1ccc(C)cc1
  A = x; B = x; C = u; D = -1%

6	COc1ccc(C(=O)c2oc3ccccc3c2N)cc1
  A = -14%; B = -2; C = u; D = 1%

7	Nc1nnc(CCN2C(=O)CSC2=O)s1
  A = 0%; B = -13; C = 12; D = -1%

8	CC1CCCCN1c1ncnc2ccccc12 (stereo not drawn)
  A = 8%; B = 1; C = -6; D = -3%

9	O=C(O)[C@@H]1CCCC[C@@H]1C(=O)N1CCc2ccccc2C1CN1C(=O)c2ccccc2C1=O (stereo partly drawn)
  A = 1%; B = 7; C = -7; D = 3%

10	COc1ccc(/C=N/N2CCN(c3ccncc3S(=O)(=O)N3CCCCC3)CC2)cc1
  A = 3%; B = 4; C = 5; D = 7%

11	N#Cc1c(-c2cccs2)cc(C2CC2)nc1SCC(N)=O
  A = -20%; B = -27; C = 23; D = 3%

12	Cc1nc(Nc2ccncc2)c2oc3ccccc3c2n1
  A = 7%; B = 18; C = 38; D = -3%

13	CC(C)OC(=O)c1c(NC(=O)CCC(=O)O)sc2c1CCCCC2
  A = x; B = x; C = 24; D = -4%

14	Cc1ccc(NC(=O)CS(=O)CC(=O)NCC2OCCc3ccccc32)c(C)c1 (stereo not drawn)
  A = 0%; B = -3; C = -12; D = -4%

15	CCOC(=O)C(Oc1ccc2c(-c3ccccc3)cc(=O)oc2c1C)c1ccccc1 (stereo not drawn)
  A = x; B = -11; C = 10; D = -2%

16	CCCn1c(N)c(C(c2ccc(OC)cc2)N2CCN(c3ccccc3)CC2)c(=O)[nH]c1=O (stereo not drawn)
  A = -17%; B = 8; C = 22; D = -14%

17	NNc1ncnc2scc(-c3ccc(Cl)cc3)c12
  A = x; B = x; C = -29; D = -20%

18	O=C(Oc1ccccc1)c1ccc2nsnc2c1
  A = x; B = 2; C = 5; D = -2%

19	COC(=O)CNC(=O)CNC(=O)c1nn(-c2ccc(OC)c(Cl)c2)c(=O)c2ccccc12
  A = 6%; B = 0; C = 23; D = 0%

20	O=C(c1ccc2c(=O)n3c(nc2c1)CCCCC3)N1CCN(Cc2ccccc2)CC1
  A = -1%; B = -1; C = 3; D = 6%

21	CCCOc1ccc(Cc2c(Cl)nc(SC)nc2N(C)C)cc1
  A = x; B = 13; C = u; D = -6%

22	O=C1c2ccccc2-c2cc([N+](=O)[O-])c([N+](=O)[O-])cc21
  A = -13%[11.4 µM]; B = x; C = x; D = -4%[11.4 µM]

23	Cc1ccc(/C=C/C(=O)c2cc(Br)ccc2OC(=O)c2ccco2)cc1
  A = -3%; B = -3; C = u; D = 0%

24	N#CC(c1ccc(O)cc1)N1CCOCC1 (stereo not drawn)
  A = x; B = 1; C = -103*; D = -4%

25	O=C(Nc1ccc(C(=O)Oc2ccccc2)c(O)c1)c1ccco1
  A = 14%; B = 19; C = u; D = -13%

26	CCOC(=O)C(=Cc1ccc(-c2ccsc2C(=O)OC)o1)C(=O)OCC
  A = x; B = 4; C = 50; D = 2%

27	O=C(CSc1cn(CCNC(=O)c2cccs2)c2ccccc12)NCc1ccccc1
  A = -2%; B = 10; C = u; D = 18%

28	COc1cccc(CC(=O)Nn2c(C)nc3ccccc3c2=O)c1
  A = 2%; B = 3; C = 22; D = 1%

29	C=CCNC(=O)/C(=C/c1cn(-c2ccccc2)nc1-c1cccc([N+](=O)[O-])c1)NC(=O)c1ccccc1
  A = x; B = 0; C = 14; D = -1%

30	CCCOc1ccc(NC(=O)CC2C(=O)N(CC)C(=S)N2Cc2cccs2)cc1 (stereo not drawn)
  A = 2%; B = -2; C = 38; D = -7%

31	COc1cccc(-c2nc(N3CCN(Cc4ccccc4)CC3)c3ccccc3n2)c1O
  A = 20%; B = 2; C = -9; D = 0%

32	Cc1ccc(NC(=O)N2CCC(C(=O)NCCC3=CCCCC3)CC2)cc1
  A = -6%; B = 7; C = 47; D = -3%

33	Cc1onc(-c2ccccc2Cl)c1C(=O)Nc1cccnc1
  A = -2%; B = -6; C = u; D = 2%

34	CCCCC1=C([O-])C2N=CC=CC2=[N+](c2ccccn2)C1=O (stereo not drawn)
  A = x; B = x; C = -21; D = 1%

35	Cc1cc(C)cc(N(CC(=O)NCC2CCCO2)C(=O)CN2C(=O)COc3ccccc32)c1 (stereo not drawn)
  A = 0%; B = u; C = -22; D = -3%

36	Cc1ccc(S(=O)(=O)NN2C(=O)/C(=C/c3cccn3C)SC2=S)cc1
  A = x; B = -2; C = 39; D = -5%

37	O=C(CCl)Nc1cc(S(=O)(=O)N2CCCCCC2)ccc1Cl
  A = x; B = x; C = 24; D = -1%

38	CCN(CC)c1nc(C(N)=O)cc(-c2ccccc2)n1
  A = 11%; B = -1; C = u; D = -23%

39	O=C(CSc1nnnn1-c1ccccc1)CSc1nnnn1-c1ccccc1
  A = -9%; B = 2; C = 10; D = 3%

40	Cc1ccc(S(=O)(=O)N(C(=O)c2ccncc2)c2ccc(OC(=O)c3ccncc3)cc2)cc1
  A = x; B = x; C = u; D = -5%

41	CCOc1ccc(/C(O)=C2/C(=O)C(=O)N(CCN(CC)CC)C2c2ccco2)cc1 (stereo not drawn)
  A = x; B = 0; C = 92; D = -1%

42	CCCCN1C(=O)C(O)(CC(=O)c2ccccc2OC)c2ccccc21 (stereo not drawn)
  A = x; B = x; C = -5; D = 1%

43	Cn1cccc1C(=O)NC(=O)COC(=O)CC12CC3CC(CC(C3)C1)C2
  A = 2%; B = 2; C = -14; D = -8%

44	COc1ccc(OC)c(/C=N/NC(=O)CN2CCSCC2)c1
  A = x; B = x; C = 14; D = 0%

45	COc1ccc(CC(=O)Nc2ccccc2C(=O)N2CCOCC2)cc1OC
  A = x; B = x; C = -16; D = -3%

46	Cc1ccccc1NC(=O)CN1C(=O)COc2ccc(Cl)cc21
  A = 0%; B = 10; C = -18; D = 0%

47	O=C(CCSCCc1ccccn1)Nc1ccc(Br)cc1F
  A = x; B = x; C = 22; D = -2%

48	COCc1cc(Sc2cccc(Cl)c2Cl)nc(-c2ccccc2)n1
  A = -3%; B = 2; C = u; D = -5%

49	Cc1ccc(Sc2cc(Cl)nc(N)n2)cc1
  A = -14%; B = 2; C = -11; D = 5%

50	C=CCN1C=CC(=C/C=C(/C#N)C(=O)OCC)C=C1
  A = x; B = 42[activator]; C = -8; D = 5%

51	O=C(Cn1c(C(F)(F)F)nc2ccccc21)Oc1cccc(C(F)(F)F)c1
  A = 21%; B = -4; C = u; D = 1%

52	CCC(C)c1ccc(NC(=S)NC2CCN(Cc3ccccc3)CC2)cc1 (stereo not drawn)
  A = x; B = -10; C = u; D = u

53	O=C(NCCc1ccccc1)/C(=C\c1ccc([N+](=O)[O-])cc1)NC(=O)c1ccc(Br)cc1
  A = x; B = x; C = u; D = 2%

54	COn1c2c(c3c4nonc4ccc31)CCCC2
  A = -14%; B = -1; C = 24; D = -13%

55	Cc1ccc(NC(=O)c2cccs2)cc1S(=O)(=O)Nc1cccc(Cl)c1
  A = x; B = -4; C = u; D = 1%

56	O=C(O)C1C2C=CC(O2)C1C(=O)NCc1ccc(Cl)cc1 (stereo not drawn)
  A = -1%; B = 19; C = -131*; D = 0%

57	CCOC(=O)c1sc(-c2ccc(C)cc2)c(C#N)c1C
  A = x; B = x; C = -21; D = 3%

58	CCc1nc2ccc(C(=O)NCc3ccco3)cc2nc1CC
  A = 1%; B = -5; C = -25; D = -5%

59	O=C1C2CC=CCC2C(=O)N1Cc1ccccc1 (stereo not drawn)
  A = x; B = 7; C = u; D = 2%

60	O=C(Nc1ccccc1-c1ccccc1)c1ccc(Cl)c([N+](=O)[O-])c1
  A = x; B = x; C = u; D = -2%

# Individual results from the entries so far:
# 12-hLO inh, compound 46 : 0%
# 12-hLO inh, compound 50 : 5%
# 12-hLO inh, compound 47 : -2%
# 12-hLO inh, compound 55 : 1%

# Part of the list above in order of heavy-atom count, falling:
# Letters – A = ALOX15B inhib; B = IMPase cell inh; C = PNC assembly inh; D = 12-hLO inh
53	O=C(NCCc1ccccc1)/C(=C\c1ccc([N+](=O)[O-])cc1)NC(=O)c1ccc(Br)cc1
  A = x; B = x; C = u; D = 2%

52	CCC(C)c1ccc(NC(=S)NC2CCN(Cc3ccccc3)CC2)cc1 (stereo not drawn)
  A = x; B = -10; C = u; D = u

54	COn1c2c(c3c4nonc4ccc31)CCCC2
  A = -14%; B = -1; C = 24; D = -13%

# Other entries.
# Letters – A = ALOX15B inhib; B = IMPase cell inh; C = PNC assembly inh; D = 12-hLO inh
61	Cc1ccc(CNC(=O)CCNS(=O)(=O)c2cccc3nonc23)cc1
  A = -2%; B = -4; C = 29; D = -3%

62	COc1ccc(-c2nnc3ccc(SCC(=O)N4CCCC4)nn23)cc1
  A = 2%; B = 1; C = 49; D = -1%

63	CCCCCCCCCCCCC1CO1 (stereo not drawn)
  A = -1%; B = x; C = x; D = -5%

64	Cc1ccc(SCc2cc(=O)[nH]c(Nc3nc(C)c4cccc(C)c4n3)n2)cc1
  A = 5%; B = -5; C = 56; D = 3%

65	Cc1cccc(CS(=O)(=O)Cc2ccc(C(=O)NCc3ccco3)o2)c1
  A = 0%; B = -1; C = -4; D = 2%

66	COc1ccc(/C=N\n2nnc3ccccc32)cc1
  A = -2%; B = u; C = 15; D = -3%

67	CC1C/C(=N\NC(=O)c2ccc(NS(=O)(=O)c3ccc(Br)cc3)cc2)CC(C)(C)C1 (stereo not drawn)
  A = x; B = x; C = u; D = -14%

68	O=C(O)CSc1nnc(-c2ccncc2)n1CCc1ccccc1
  A = -8%; B = -3; C = -15; D = -2%

69	O=C(Nc1nnc(SCC(=O)N2CCCc3ccccc32)s1)c1ccc2ccccc2c1
  A = x; B = 4; C = u; D = 3%

70	c1ccc2c(c1)oc1c(NCC3CCCO3)ncnc12 (stereo not drawn)
  A = -3%; B = 3; C = u; D = 3%

71	CCc1nnc(NS(=O)(=O)c2ccc(NC(=S)NC(=O)c3ccccc3)cc2)s1
  A = x; B = x; C = 30; D = u

72	Cc1ccc(-c2noc(CCC(=O)N3CCN(c4cccc(C(F)(F)F)c4)CC3)n2)cc1
  A = 14%; B = 7; C = u; D = -15%

73	FC(F)(F)c1cc(C(F)(F)F)c2ccc(N/N=C/c3cccc(Cl)c3)nc2n1
  A = 0%; B = -2; C = 38; D = 1%

74	CCOc1cc(/C=C2\C(=O)ON=C2C)ccc1OCc1ccccc1
  A = x; B = x; C = 42; D = 9%

# In the list so far, six have a nitro group on carbon.
# Letters – A = ALOX15B inhib; B = IMPase cell inh; C = PNC assembly inh; D = 12-hLO inh
2	Cc1c(Cl)c([N+](=O)[O-])nn1CCCC(=O)Nc1cc(Oc2ccccc2)cc([N+](=O)[O-])c1
  A = x; B = 5; C = u; D = -2%

4	Nc1cc(N2CCCCC2)c(Cl)cc1[N+](=O)[O-]
  A = -2%; B = 1; C = u; D = -6%

22	O=C1c2ccccc2-c2cc([N+](=O)[O-])c([N+](=O)[O-])cc21
  A = -13%[11.4 µM]; B = x; C = x; D = -4%[11.4 µM]

29	C=CCNC(=O)/C(=C/c1cn(-c2ccccc2)nc1-c1cccc([N+](=O)[O-])c1)NC(=O)c1ccccc1
  A = x; B = 0; C = 14; D = -1%

53	O=C(NCCc1ccccc1)/C(=C\c1ccc([N+](=O)[O-])cc1)NC(=O)c1ccc(Br)cc1
  A = x; B = x; C = u; D = 2%

60	O=C(Nc1ccccc1-c1ccccc1)c1ccc(Cl)c([N+](=O)[O-])c1
  A = x; B = x; C = u; D = -2%

# An unsorted share of the library. About 3.1% of those tested had a hit in this group.
